Assay outcomes (PubChem BioAssay)
mcGAS lum – mouse cGAS inhibition by luminescence. recombinant cGAS, Kinase-Glo ATP depletion luminescence. Q8C6L5. inhibition, % at 12.5 µM. 160,000 tested, 0.15% active;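 further: 0% = negative control wells and 100% = reference inhibitor with no enzyme activity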
NPYLR7 agonist – activates Aedes aegypti NPYLR7 receptor. HEK293T NPYLR7/Galpha15, GCaMP6s calcium fluorescence. activation, % at 10 µM. 270,000 tested, 0.15% active. AID 1259423; in the data active means activation above about 40%;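 further: 0% = vehicle and 100% = reference agonist at the receptor; some compounds past the cut are filed as inactive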
hcGAS inh – human cGAS inhibition | recombinant h-cGAS, ATP depletion, Kinase-Glo luminescence | inhibition, % at 12.5 µM | Q8N884 | 290,000 tested, 0.081% active;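 further: 0% = vehicle reaction and 100% = reaction without DNA for no activity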
Target sequence (Q8N884 whole entry, looked up): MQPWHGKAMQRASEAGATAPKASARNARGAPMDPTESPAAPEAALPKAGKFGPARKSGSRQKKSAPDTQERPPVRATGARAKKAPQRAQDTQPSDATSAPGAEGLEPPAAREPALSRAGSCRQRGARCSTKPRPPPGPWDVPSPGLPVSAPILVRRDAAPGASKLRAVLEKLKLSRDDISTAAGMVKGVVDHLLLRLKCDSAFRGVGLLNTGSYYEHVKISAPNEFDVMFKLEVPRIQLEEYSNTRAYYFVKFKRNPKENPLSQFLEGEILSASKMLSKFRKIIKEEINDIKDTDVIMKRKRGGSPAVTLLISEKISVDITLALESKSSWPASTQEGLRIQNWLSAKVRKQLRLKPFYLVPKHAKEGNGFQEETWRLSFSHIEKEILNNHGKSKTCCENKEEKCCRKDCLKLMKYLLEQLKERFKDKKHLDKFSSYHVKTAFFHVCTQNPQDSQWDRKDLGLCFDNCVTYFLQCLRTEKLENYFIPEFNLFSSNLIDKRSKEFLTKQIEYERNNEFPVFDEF
Starred values were filed as active, the others as inactive; & = joins results of further samples. Unless noted, no stated cut-off is given here; in the data, active means inhibition above about 40%; inactive means the rest.

Screening C=CCn1c(=O)c(C(=O)Nc2nc3ccccc3s2)c(O)c2ccccc21 returned mcGAS lum -8.7, NPYLR7 agonist 3.7 and hcGAS inh 2.1.
Screening CCOc1ccc2nc(CN3CCC(n4nccc4NC(C)=O)CC3)ccc2c1 returned NPYLR7 agonist 18.3 and hcGAS inh -6.5.
Screening O=C(/C=C/c1cccs1)N(CCCn1ccnc1)c1nc2c(Cl)cccc2s1 returned mcGAS lum -7.1, NPYLR7 agonist -8.7 and hcGAS inh -7.7.
`COc1ccc(CSc2nnc(-c3cccc(C)c3)n2-c2ccc(C)cc2)cc1` gave mcGAS lum -3.6, NPYLR7 agonist -7.4 and hcGAS inh -3.7.
`C#CCNC(=O)c1ccc(Br)cc1F` gave NPYLR7 agonist -0.2 and hcGAS inh -0.7.
`CC(=O)Nc1ccc(NC(=O)c2cc(C)ccc2N2CCCC2)cc1` gave NPYLR7 agonist 7.4 and hcGAS inh -11.2.
`O=C(Nc1nncs1)c1cccc(NC(=O)c2ccc(Br)o2)c1` gave NPYLR7 agonist -7.2 and hcGAS inh 6.2.
`CC1=C(C(=O)N2CCc3ccc(NC(=O)C4CCCO4)cc3C2)OCCO1` (stereo not given) gave mcGAS lum -9.4, NPYLR7 agonist 0.0&-1.1 and hcGAS inh 3.7&-7.4.
Screening Cc1ccc2nc(-c3ccc(C)c(NC(=O)c4cc([N+](=O)[O-])ccc4Cl)c3)oc2c1 returned mcGAS lum 3.3, NPYLR7 agonist -16.0 and hcGAS inh 4.0.
Screening Cc1cc(C)n2ncc(CN3CC[C@@H](c4ccc(F)cc4)[C@H](O)C3)c2n1 returned NPYLR7 agonist 6.1 and hcGAS inh -5.5.
For CN(C)CCCN(C)C(=O)CN1C(=O)C(c2ccccc2)NC(=O)c2ccccc21 (stereo not given) the results were NPYLR7 agonist -0.5 and hcGAS inh -10.0.
`CC(NC(=O)OC(C)(C)C)c1noc(CC2C=CCC2)n1` (stereo not given) gave NPYLR7 agonist 8.1 and hcGAS inh -8.1.
For CCN(Cc1ncccc1C(=O)O)C(C)C the results were NPYLR7 agonist -1.3 and hcGAS inh -4.4.
For CC1c2cccn2CCN1C(=O)c1nc(N)n[nH]1 (stereo not given) the results were mcGAS lum -13.1, NPYLR7 agonist -1.3 and hcGAS inh -7.6.
For COc1ccc(NS(C)(=O)=O)cc1NS(=O)(=O)c1ccc(F)cc1 the results were NPYLR7 agonist 7.0 and hcGAS inh -5.8.
For CCN(Cc1ccncc1)C(=O)c1cc(C)n(C)n1 the results were mcGAS lum -3.4, NPYLR7 agonist 16.9 and hcGAS inh -1.0.
For CCC(NC(=O)c1ccc(-n2cnnc2)cc1Cl)c1ncccc1C (stereo not given) the results were NPYLR7 agonist -4.6 and hcGAS inh -1.4.
O=C(c1cccn1C1CC1)N1CCN(C2CCCCC2)CC1 was read as mcGAS lum -7.5 and hcGAS inh -13.0.
Screening O=C1NC2(CCCC2)C(=O)N1CCCC(=O)N1CCc2ccccc21 returned NPYLR7 agonist 6.2 and hcGAS inh -2.6.
For CCOC(=O)C1=C(C)NC2=C(C(=O)CC(C)(C)C2)C1c1ccc(OC)cc1 (stereo not given) the results were mcGAS lum -6.5, NPYLR7 agonist -2.5 and hcGAS inh -4.6.
Screening Cc1ccc(Cn2cc(C(=O)NNC(=O)Nc3ccc(F)cc3)ccc2=O)cc1 returned NPYLR7 agonist 1.6 and hcGAS inh -10.2.
CC(NC(=O)COC(=O)C1CC1)C12CC3CC(CC(C3)C1)C2 (stereo not given) was read as NPYLR7 agonist -1.4 and hcGAS inh -2.3.
Screening CCOC(=O)C(=O)Nc1c(OC(=O)N(CC)CC)ccc2c1ccn2Cc1cc(C)cc(C)c1 returned mcGAS lum -6.4, NPYLR7 agonist -4.3 and hcGAS inh -5.9.
For COc1ccc(-c2cn3c(C(=O)Nc4cc(C)on4)csc3n2)cc1 the results were NPYLR7 agonist 1.0 and hcGAS inh -4.8.
CC1CCC2(CC1)OCC(C(=O)NC1CC1)N2C(=O)c1ccc(C(F)(F)F)cc1 (stereo not given) was read as mcGAS lum -3.7, NPYLR7 agonist 4.0 and hcGAS inh -1.1.
Screening CCc1nn(-c2ccccc2)c(Oc2ccc(OC)cc2)c1CN(CC(O)CN1CCOCC1)C1CC1 (stereo not given) returned mcGAS lum -5.7, NPYLR7 agonist -6.4 and hcGAS inh -4.0.
For CNC(=O)[C@H]1CN(C(=O)NCc2ccccc2)[C@]2(C)C(=O)N(CCO)c3ccccc3[C@H]12 the results were mcGAS lum -8.1, NPYLR7 agonist 19.1 and hcGAS inh 5.6.
Screening COc1cc2c(cc1OC)-c1cc(=Nc3c(C)cc(C)cc3C)n(C)c(=O)n1CC2 returned mcGAS lum -3.8, NPYLR7 agonist 5.3 and hcGAS inh 0.9.
O=C(c1cc(-c2cccs2)nn1-c1ccccc1Cl)N1CCN(Cc2ccccc2)CC1 was read as mcGAS lum -4.2, NPYLR7 agonist -4.7 and hcGAS inh -11.1.
`CC(C)Sc1ccc(C(C)NC(=O)N(C)Cc2cnn(C)c2)cc1` (stereo not given) gave mcGAS lum -15.8, NPYLR7 agonist 13.5 and hcGAS inh -9.3.
`CC(C)Cc1nc(-c2ccc3c(c2)OCO3)n[nH]1` gave NPYLR7 agonist -5.5 and hcGAS inh -0.8.
Screening Cc1cc(NN=Cc2ccccn2)nc2ccccc12 returned NPYLR7 agonist 5.9 and hcGAS inh -2.3.
CC(=O)c1cccc(OCC(=O)N(CC(C)C)C2CCN(C)CC2)c1 was read as mcGAS lum -16.2, NPYLR7 agonist -0.4 and hcGAS inh -12.5.
`O=C(Cc1cccs1)NN=Cc1c(O)ccc2ccccc12` gave mcGAS lum -7.6, NPYLR7 agonist 11.8 and hcGAS inh -4.8.
For CCC(=O)Nc1cccc(C(=O)NCCN2CCc3ccccc3C2)c1 the results were mcGAS lum -11.7, NPYLR7 agonist 20.3 and hcGAS inh -8.6.
COc1ccc(C2=NN(C(=O)CN3CCC4(CC3)OCCO4)C(c3ccccc3C)C2)cc1 (stereo not given) was read as mcGAS lum 0.7, NPYLR7 agonist -8.1 and hcGAS inh -0.6.
O=C1N(CCc2ccccc2)C[C@@H]2C[C@@H](c3cnc(-c4ccccc4)s3)N3CCC[C@@]123 was read as mcGAS lum -6.7, NPYLR7 agonist 8.2 and hcGAS inh -4.4.
O=C(NCCn1ncc2c(=O)n(Cc3ccc([N+](=O)[O-])cc3)cnc21)c1ccc(F)c(F)c1 was read as mcGAS lum -7.8, NPYLR7 agonist 0.4 and hcGAS inh -4.4.
Screening Cc1ccc(C(=O)N2CCOc3ccc(CN4C[C@@H](C)O[C@@H](C)C4)cc3C2)cc1N1CCNC1=O returned mcGAS lum -12.0, NPYLR7 agonist 12.1 and hcGAS inh -7.9.
O=C(c1ccccc1)N1CCC(NCc2cnn(-c3cccc(F)c3)c2)CC1 was read as NPYLR7 agonist -3.7 and hcGAS inh -1.6.
`COc1cc(C2NC(=O)C(C)S2)cc(OC)c1OC` (stereo not given) gave mcGAS lum 2.3, NPYLR7 agonist 0.5 and hcGAS inh 2.8.
`CC(C)(C)c1ccc(CC(=O)N2CCC2(C)C(=O)NS(=O)(=O)c2ccccc2)cc1` (stereo not given) gave NPYLR7 agonist 2.4 and hcGAS inh -5.7.
Screening CCC1C(=O)NCCN1C(=O)Nc1cccc(-c2nccs2)c1 (stereo not given) returned mcGAS lum -9.6, NPYLR7 agonist 5.3 and hcGAS inh -3.8.
`CCOCCOc1nc(-c2ccc(C(F)(F)F)cc2)n(-c2ccc(NC(=O)C(CC)c3ccccc3)cc2)n1` (stereo not given) gave mcGAS lum -4.6, NPYLR7 agonist -3.0 and hcGAS inh -2.5.
`CCCCNC(=O)N1CCN(C(=O)CN2CCCC2)CC1` gave NPYLR7 agonist 6.5 and hcGAS inh -6.4.

Sorted by SMILES length (descending): five of the compounds above.
`CCOCCOc1nc(-c2ccc(C(F)(F)F)cc2)n(-c2ccc(NC(=O)C(CC)c3ccccc3)cc2)n1` (stereo not given) gave mcGAS lum -4.6, NPYLR7 agonist -3.0 and hcGAS inh -2.5.
O=C1N(CCc2ccccc2)C[C@@H]2C[C@@H](c3cnc(-c4ccccc4)s3)N3CCC[C@@]123 was read as mcGAS lum -6.7, NPYLR7 agonist 8.2 and hcGAS inh -4.4.
O=C(NCCn1ncc2c(=O)n(Cc3ccc([N+](=O)[O-])cc3)cnc21)c1ccc(F)c(F)c1 was read as mcGAS lum -7.8, NPYLR7 agonist 0.4 and hcGAS inh -4.4.
COc1ccc(C2=NN(C(=O)CN3CCC4(CC3)OCCO4)C(c3ccccc3C)C2)cc1 (stereo not given) was read as mcGAS lum 0.7, NPYLR7 agonist -8.1 and hcGAS inh -0.6.
Screening Cc1cc(NN=Cc2ccccn2)nc2ccccc12 returned NPYLR7 agonist 5.9 and hcGAS inh -2.3.

Returning to the listing; the two compounds before the break are reprinted first.
`CCOCCOc1nc(-c2ccc(C(F)(F)F)cc2)n(-c2ccc(NC(=O)C(CC)c3ccccc3)cc2)n1` (stereo not given) gave mcGAS lum -4.6, NPYLR7 agonist -3.0 and hcGAS inh -2.5.
`CCCCNC(=O)N1CCN(C(=O)CN2CCCC2)CC1` gave NPYLR7 agonist 6.5 and hcGAS inh -6.4.
Screening COc1cc(OC)cc(C2SCCN2C(=O)Nc2c(C)cccc2C)c1 (stereo not given) returned mcGAS lum -3.7, NPYLR7 agonist -3.1 and hcGAS inh 0.0.
For CCOC(=O)c1cc(-c2cccc(NC(=O)c3ccno3)c2)n(-c2cccc(C)c2)n1 the results were mcGAS lum -1.5, NPYLR7 agonist 18.2 and hcGAS inh -1.2.
`Cc1cc(CSc2ccccc2C(=O)NC2CCC(C)CC2)on1` (stereo not given) gave NPYLR7 agonist 8.9 and hcGAS inh -5.6.
`Cc1cc(C)c2[nH]c(=O)c(CN3CCOC(CN)C3)cc2c1` (stereo not given) gave mcGAS lum -2.6 and hcGAS inh 3.8.
Screening CC1=C(C(=O)OCc2ccccc2)C(c2ccc(F)cc2)C(C#N)C(=N)O1 (stereo not given) returned mcGAS lum -3.1, NPYLR7 agonist -5.3 and hcGAS inh -9.3.
`COC(=O)c1ccc(C(=O)N2CCC(c3nc(-c4ccc(Cl)cc4)no3)CC2)cc1` gave mcGAS lum -7.9, NPYLR7 agonist -0.4 and hcGAS inh -7.4.
`Cc1ccccc1-n1cc(Cn2ccnc2-c2ccccc2C(=O)O)cn1` gave mcGAS lum -14.5, NPYLR7 agonist 13.5 and hcGAS inh -6.7.
`O=C(NCCCn1nnc2ccccc21)c1cn(CC2CCCO2)nn1` (stereo not given) gave NPYLR7 agonist 6.2 and hcGAS inh -7.0.
CCOCCOC(=O)CSc1ncnc2sc(C)c(C)c12 was read as mcGAS lum -3.7, NPYLR7 agonist -2.3 and hcGAS inh -7.8.
COCCN(CC(=O)Nc1nc(CC(=O)N2CCN(c3cccc(C(F)(F)F)c3)CC2)cs1)C(=O)c1ccc(OC)cc1 was read as mcGAS lum -5.1, NPYLR7 agonist -3.8 and hcGAS inh -11.7.
CC(C)OC(=O)C(C(=O)C(F)(F)F)c1cc(NS(=O)(=O)c2ccc(Cl)cc2)ccc1O (stereo not given) was read as NPYLR7 agonist 43.9* and hcGAS inh -7.3.
Screening COc1ccc(CCN2CCC(CN(C)CC3=Cc4cc(OC)ccc4OC3)CC2)cc1 returned mcGAS lum -10.9, NPYLR7 agonist 12.3 and hcGAS inh -12.9.
For NC(=O)c1ccc(NC(=O)Cc2csc(SCc3ccc(F)cc3)n2)cc1 the results were mcGAS lum -4.6 and hcGAS inh -0.5.
COc1ccc(OC)c(S(=O)(=O)N2CCC(Cc3ccc(C(F)(F)F)cc3)CC2)c1 was read as mcGAS lum -6.3, NPYLR7 agonist 1.4 and hcGAS inh -5.7.
Cc1cccc(C)c1Nc1c(C2CCCCC2)nc2ncccn12 was read as mcGAS lum -2.9, NPYLR7 agonist 9.3 and hcGAS inh -0.2.
Screening Cc1cc(C)n(CC(C)NCc2cccc(-n3cccn3)c2)n1 (stereo not given) returned mcGAS lum -6.9 and hcGAS inh -7.7.
For CN(C(=O)CSc1nnc(C2CC2)n1Cc1ccccc1)C1CCCCC1 the results were NPYLR7 agonist 4.3 and hcGAS inh -5.9.
`CNC(=S)N/N=C\c1cccc(Oc2ccc(C(F)(F)F)cc2[N+](=O)[O-])c1` gave NPYLR7 agonist -0.4 and hcGAS inh -6.6.
Cc1nc2c(NS(=O)(=O)NCc3ccccc3)cccn2n1 was read as NPYLR7 agonist 3.8 and hcGAS inh -1.1.
`COCCCN(Cc1cccn1Cc1cccc(F)c1)CC(O)COc1ccc(OC)cc1` (stereo not given) gave mcGAS lum -2.6, NPYLR7 agonist -4.6 and hcGAS inh -4.6.
For O=C(CC(c1ccc(OCc2ccccc2)cc1)c1c[nH]c2ccccc12)NCCN1CCCC1 (stereo not given) the results were mcGAS lum -2.8, NPYLR7 agonist 5.0 and hcGAS inh -0.4.
`Cc1oc(-c2ccco2)nc1COc1cccc2ccc(N3CCOCC3)nc12` gave mcGAS lum -15.9, NPYLR7 agonist 0.8 and hcGAS inh -3.4.
Screening Clc1ccc2nc(N3CCc4ccccc4C3)sc2c1 returned mcGAS lum -7.4, NPYLR7 agonist 5.1 and hcGAS inh -7.9.
`O=C(COc1ccc2oc3c(c2c1)CCCC3)NCc1cccnc1` gave NPYLR7 agonist -6.9 and hcGAS inh -5.6.
Screening Cc1ccc(-c2ccc3nc(CO)[nH]c3c2)c2cccnc12 returned mcGAS lum -14.8 and hcGAS inh -5.3.
`CC(=O)N1CCN(c2cc(C(F)(F)F)nc(SCc3ccc(C(=O)NCc4ccccn4)o3)n2)CC1` gave mcGAS lum 0.0, NPYLR7 agonist 7.9 and hcGAS inh 1.2.
For O=C(NCCc1c[nH]c2cc(F)ccc12)C1CCCN(c2ncccn2)C1 (stereo not given) the results were NPYLR7 agonist 6.7 and hcGAS inh -4.0.
`Cc1cc(C)cc(C(=O)N2CCN(C3CCOC3=O)CC2)c1` (stereo not given) gave mcGAS lum -6.9, NPYLR7 agonist 5.3 and hcGAS inh -8.1.
